Screening data deposited in PubChem by National Center for Advancing Translational Sciences (NCATS).
FUS yeast rescue – FUS proteinopathy suppression in yeast; S. cerevisiae FUS-expressing, growth rescue, OD600, 24 h; Potency, µM (series often up to 76.6 µM), for the others: at the highest dose growth rescue (activation), most hits filed as activators; actives 0.24% (n = 390,000);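 note: potency is the fitted concentration of half-maximal effect; plate controls were DMSO vehicle for no effect and reference control for full effect; nearly all actives have a fitted effect of over 55% in size; some results filed as inactive show a strong effect at the top dose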
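Restored growth of FUS-toxic S. cerevisiae, read as 600 nm absorbance after 24 h at 30C in galactose medium (starting OD 0.005). Controls CP55940 and DMSO.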
Abeta rescue – A-beta toxicity reversal in yeast. yeast expressing A-beta42, growth rescue, OD600, 48 h; response scale: 0% DMSO, 100% iron-clioquinol control. Potency, µM (series often up to 46.1 µM), without a hit: at the top dose growth rescue, most hits filed as activators. actives 0.063% (n = 410,000). AID 1347071; note: potency is the fitted concentration of half-maximal effect; nearly all actives have a fitted effect of over 55% in size
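Yeast growth medium received pinned compounds, then yeast cells expressing toxic A-beta were added; plates incubated at 30 C for 48 hr. Growth read as absorbance at 600 nm, normalized to DMSO and equimolar FeCl3 plus clioquinol controls.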
EPAC2 antag – antagonists of human EPAC2; EPAC2 GEF exchange of Rap1B-BODIPY-GDP, fluorescence; Potency, µM (top dose mostly 114 µM), for inactives: top-dose activity, negative = inhibition, hits mostly inhibitors; actives 0.18% (n = 360,000); note: potency is the fitted concentration of half-maximal effect; % is set by controls: 0 for no effect and ±100 for the full control effect; nearly all actives have a fitted effect of over 45% in size; many of its hits are not listed in these tables
Target sequence (Q8WZA2 whole entry, looked up): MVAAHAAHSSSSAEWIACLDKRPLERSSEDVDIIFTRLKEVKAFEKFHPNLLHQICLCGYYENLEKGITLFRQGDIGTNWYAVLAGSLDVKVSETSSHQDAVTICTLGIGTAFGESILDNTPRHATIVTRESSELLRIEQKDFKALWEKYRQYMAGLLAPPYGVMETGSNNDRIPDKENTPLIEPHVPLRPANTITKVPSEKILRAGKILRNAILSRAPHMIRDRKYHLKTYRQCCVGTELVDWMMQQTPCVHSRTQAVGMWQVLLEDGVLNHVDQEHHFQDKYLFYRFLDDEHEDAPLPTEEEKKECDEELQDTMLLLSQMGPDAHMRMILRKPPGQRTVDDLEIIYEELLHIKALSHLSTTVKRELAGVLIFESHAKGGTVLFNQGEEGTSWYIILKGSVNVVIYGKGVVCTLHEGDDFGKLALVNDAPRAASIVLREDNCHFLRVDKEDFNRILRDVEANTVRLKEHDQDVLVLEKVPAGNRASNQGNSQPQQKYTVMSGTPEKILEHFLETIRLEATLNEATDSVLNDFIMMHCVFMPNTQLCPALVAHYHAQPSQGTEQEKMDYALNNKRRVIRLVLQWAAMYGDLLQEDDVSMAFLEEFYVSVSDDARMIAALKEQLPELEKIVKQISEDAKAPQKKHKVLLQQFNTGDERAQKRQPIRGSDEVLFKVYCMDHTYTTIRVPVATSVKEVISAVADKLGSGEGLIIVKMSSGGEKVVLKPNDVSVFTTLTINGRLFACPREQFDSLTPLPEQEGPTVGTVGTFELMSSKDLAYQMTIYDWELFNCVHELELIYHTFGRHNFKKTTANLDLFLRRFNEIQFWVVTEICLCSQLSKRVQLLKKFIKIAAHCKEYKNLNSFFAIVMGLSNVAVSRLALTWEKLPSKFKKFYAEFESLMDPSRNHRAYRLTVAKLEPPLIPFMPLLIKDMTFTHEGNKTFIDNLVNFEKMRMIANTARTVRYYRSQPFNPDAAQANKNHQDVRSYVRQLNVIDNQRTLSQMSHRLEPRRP
DRD3 agonist – D3 dopamine receptor (human) agonism; P35462; D3R DiscoveRx beta-arrestin cells, luminescence, 90 min; max activation, %; actives 0.58% (n = 410,000); AID 652048; in the data active = max activation above about 30%; note: 0% is about no effect; mostly tested at two doses, the higher about 12 µM
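Agonist-mode cell screen: cells plated at 1500/well and incubated overnight at 37 °C, then exposed to library compounds for 90 min at 37 °C. Detection reagent was added for 30–60 min at room temperature, and luminescence was read.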
aSyn rescue – inhibitors of alpha-synuclein toxicity in yeast; Yeast expressing alpha-synuclein, growth rescue, BacTiter-Glo, 24 h; actives 0.14% (n = 370,000); Potency, µM (doses to about 46.1 µM), for inactives: at the highest dose growth rescue (activation), hits mostly activators; note: potency is the fitted concentration of half-maximal effect; % of control where 0% means no effect; nearly all actives have a fitted effect of over 65% in size
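Rescue of yeast growth: cells expressing toxic alpha-synuclein, induced in galactose at OD600 0.02, incubated with compound 24 h at 30 C. ATP luminescence quantified growth; inhibitors of toxicity appear as activators.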
TDP-43 yeast inh – TDP-43 toxicity inhibition in yeast; Potency, µM (highest dose often 46.1 µM), inactives show at the top dose growth rescue (activation), actives largely listed as activators; AID 652104; TDP-43 expressing yeast growth rescue, BacTiter-Glo, 24 h; actives 1.8% (n = 410,000); note: potency is the fitted concentration of half-maximal effect; % of control where 0% means no effect; nearly all actives have a fitted effect of over 50% in size
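Luminescence from BacTiter-Glo reports growth of TDP-43-expressing yeast after 24 hr at 30 deg C with compound. Cells were raffinose-pregrown to mid-log, then seeded in galactose medium at OD600=0.02.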
EPAC2 ag – activates human EPAC2 exchange factor; EPAC2 activation, biochemical qHTS; response scale: 100% = 6.5 mM cAMP response; actives 0.079% (n = 360,000); Potency, µM (doses to about 154 µM), without a hit: at the top dose activation, hits mostly activators; Q8WZA2; note: potency is the fitted concentration of half-maximal effect; nearly all actives have a fitted effect of over 50% in size
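Guanine nucleotide exchange by EPAC2 is measured as reduced fluorescence of BODIPY-GDP once it is released from 250 nM Rap1B. Plates are read kinetically for 30 min at room temperature; results are scaled to 6.5 mM cAMP.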
DRD3 antagonist – antagonists of human D3 dopamine receptor. P35462. D3R cells, DiscoveRx beta-arrestin luminescence, antagonist mode; stronger effect = lower value. max response, negative = inhibition, %. actives 2.5% (n = 360,000). AID 652054; in the data active = max response below about -50%; inconclusive = no clear call, values can overlap the other calls; note: % is set by controls: 0 for no effect and ±100 for the full control effect; mostly tested at two doses, the higher about 12 µM
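Cells expressing the human receptor were seeded at 1500 cells/well, incubated overnight at 37 degrees C in 5% CO2, then exposed to library compounds with dopamine controls for 90 minutes at 37 degrees C before luminescent detection.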
* marks the source's active call; other numbers are inactive results; ? = inconclusive; . = no result given; [ ] = remark or other dose. Unless noted, calls come from the whole dose curve; as a rule, active = well fitted curve in the direction sought with a large enough effect; inconclusive = small, poorly fitted or top-dose-only effect, or another doubt; inactive = no such curve, though single readings can be large; an effect the other way counts as inactive or inconclusive. These rows are one share of the data. The share of hits here may be higher or lower than overall.

canonical_smiles,Abeta rescue,EPAC2 ag,EPAC2 antag,DRD3 antagonist,aSyn rescue,TDP-43 yeast inh,DRD3 agonist,FUS yeast rescue
COc1ccc(C(C)C)cc1S(=O)(=O)n1cnc(C)c1,9%,-1%,1%,-12,15%,-11%,7,-26%
CCCOc1ccc(F)cc1-c1cc(C(=O)NCc2cc(OC)cc(OC)c2)[nH]n1,-23%,9%,9%,0,0%,?,-21,?
C[C@@H](O)C(C(=O)N1CCNCC1)n1cc([C@@H](N)CCCCN)nn1 (stereo not given in full),1%,5%,5%,9,0%,4%,1,-19%
CC(C)COP(=O)(OCC(C)C)C(O)c1ccccc1F (stereo not given),18%,5%,2%,8,2%,11%,2,4%
COc1ccc(NC(=O)Nc2cccc3c2O[C@H](CN(C)S(=O)(=O)c2ccc(OC)cc2)[C@@H](C)CN([C@H](C)CO)C3=O)cc1,-2%,-1%,-19%,14,-2%,5%,-4,?
Cc1ccccc1-n1nc2c(c1NC(=O)c1ccc(S(=O)(=O)N(C)C)cc1)CSC2,-8%,0%,1%,-18,0%,-8%,4,23%
Cc1cc(OCC[N+]2(C)CCCCC2)nc2ccccc12,-4%,-12%,-1%,23,1%,5%,-8,-6%
CCCc1nc(N)c(C#N)c(-c2ccco2)c1CC,-24%,8%,-1%,11,0%,-10%,10,34%
Cc1c(C(=O)C(=O)N2CC=C(c3ccccc3)CC2)c2ccccc2n1C,20%,-2%,5%,2,6%,?,4,29%
C#CCOCCOCCOCCNc1nc(N2CCN(C(=O)[C@H](CCCCN)n3cc(CCC(=O)O)nn3)CC2)nc(N2CCN(C(=O)[C@H](CCCCN)n3cc(CC(C)O)nn3)CC2)n1 (stereo not given in full),-2%,-2%,18%,4,-1%,15%,-3,-19%

Two records picked at random from the list so far, as already listed:
canonical_smiles,Abeta rescue,EPAC2 ag,EPAC2 antag,DRD3 antagonist,aSyn rescue,TDP-43 yeast inh,DRD3 agonist,FUS yeast rescue
CCCOc1ccc(F)cc1-c1cc(C(=O)NCc2cc(OC)cc(OC)c2)[nH]n1,-23%,9%,9%,0,0%,?,-21,?
COc1ccc(NC(=O)Nc2cccc3c2O[C@H](CN(C)S(=O)(=O)c2ccc(OC)cc2)[C@@H](C)CN([C@H](C)CO)C3=O)cc1,-2%,-1%,-19%,14,-2%,5%,-4,?

Remaining list, next part.
canonical_smiles,Abeta rescue,EPAC2 ag,EPAC2 antag,DRD3 antagonist,aSyn rescue,TDP-43 yeast inh,DRD3 agonist,FUS yeast rescue
C/C(CCc1ccc2c(c1)OCO2)=N\NC(=S)NC(C)C,-10%,11%,-26%,13,-4%,1%,-6,-4%
COc1cccc(CNC(=O)Cn2ccc3cc(S(=O)(=O)N4CCCCCC4)ccc32)c1OC,10%,11%,-13%,1,-1%,-15%,-4,14%
O=C(O)/C=C/c1ccccc1Oc1ccc(Cl)cc1Cl,-17%,5%,-21%,6,4%,-13%,-3,12%
CCN(CC)CCN(Cc1cc2cc3c(cc2[nH]c1=O)OCCO3)C(=S)NCC1CCCO1 (stereo not given),5%,1%,16%,7,-8%,-15%,7,9%
CCC(C)C(NS(=O)(=O)c1ccc(C)cc1)C(=O)NCCCN1CCOCC1 (stereo not given),8%,3%,2%,21,-7%,22%,-3,1%
CC(=O)c1ccc(NC(=O)CCc2nc(-c3ccc(C)cc3)no2)cc1,-9%,.,.,.,.,14%,3,8%
Cn1c(NC(=O)c2ccccc2)nc2ccccc21,-26%,6%,0%,?,-2%,?,1,-25%
CCc1ccc(-c2nc(SCC(=O)NC3CC3)n[nH]2)cc1,-7%,3%,0%,1,1%,-16%,10,0%
CCOc1cc(C2c3c(oc4ccccc4c3=O)C(=O)N2Cc2ccc3c(c2)OCO3)ccc1O (stereo not given),12%,.,.,.,.,0%,-7,-15%
CCCCn1c(SCC(=O)Nc2cc(NC(=O)c3ccco3)ccc2C)nc2ccccc2c1=O,14%,-5%,-14%,12,-2%,-10%,-29,32µM*
CN(c1ccc(OCC(=O)NC2=NCCS2)cc1)S(=O)(=O)c1ccc(F)cc1,-15%,4%,0%,-4,0%,8%,-5,-10%
Cc1ccc(NC(=O)C2CCCN2C(=O)NC2CCCCC2)c(C)c1 (stereo not given),2%,3%,-3%,7,3%,8%,-3,2%
c1ccc(-c2ccc(-c3cn4c(n3)CCC4)cc2)cc1,-15%,-5%,3%,-3,2%,9%,7,-1%
COc1ccc(Cl)cc1C(=O)n1nc(C)cc1C,15%,0%[15.6 µM],-23%,5,16%,3%,2,-15%
COc1ccc(CCNS(=O)(=O)c2cc3c4c(c2)C(C)C(=O)N4CCC3)cc1OC (stereo not given),-12%,7%,4%,15,-5%,12%,-1,11%
NC(=O)Nc1ccc(C(=O)OCC(=O)Nc2ccc([N+](=O)[O-])cc2C(F)(F)F)cc1,7%,3%,-4%,-26,2%,10%,4,22%
Cc1ccc(-n2ncc3c(=O)n(CC(=O)N(C(C)C)C(C)C)cnc32)cc1,-12%,6%,1%,6,-1%,9%,1,-15%
COc1ccc(/C=N/NC(=O)c2cc(=O)[nH]c3ccccc23)cc1OC,10%,2%,-27%,-7,0%,-12%,-5,2%
Cc1ccc(Nc2cc(=O)oc3ccccc23)c(C)c1,19%,10%,5%,-2,.,-3%,-1,-25%
Cc1ccc(C)c(NC(=O)c2cc(S(=O)(=O)N3CCCCC3)c[nH]2)c1,4%,-2%,-13%,6,4%,17%,1,-2%
CC(C)c1cc(NCCOCCO)n2c(nc3ccccc32)c1C#N,-13%,3%,12%,-14,-5%,-4%,-4,-20%
CCC1CN(C(=O)N2CCC(C(=O)NCCC3=CCCCC3)CC2)c2cc(C)ccc2O1 (stereo not given),-7%,.,.,.,.,?,2,22%
COc1ccc(C(OCC(O)CNCCc2ccccc2)c2ccc(OC)cc2)cc1 (stereo not given),13%,17%,-3%,-58*,-7%,1%,-34,18%
CCn1c2ccccc2c2cc(NS(=O)(=O)c3ccccc3C)ccc21,11%,3%,-8%,-28,?,?,-8,8%
CC(C)OC(=O)CSc1nnc(-c2ccc(Cl)cc2Cl)n1N,-9%,0%,-3%,?,11%,22%,3,10%
COc1cc(OC)cc(/C(N)=N/O)c1,11%,15%,-3%,3,-1%,16%,5,-13%
CCOc1ccc(CNC(=O)C2CCCN(S(C)(=O)=O)C2)cc1OC (stereo not given),-6%,0%,5%,-14,0%,-28%,4,-15%
COc1cccc(-c2nc(SCC(=O)NCC3CCCO3)c(-c3ccc(Cl)cc3)[nH]2)c1 (stereo not given),-18%,.,.,.,.,0%,-20,-17%
O=C(Cc1c[nH]c2ccccc12)Nc1ccccc1N1CCOCC1,19%,2%,-17%,-9,8%,-12%[0.397 µM],-7,?
O=S(=O)(Nc1ccc(N=Nc2ccccc2)cc1)c1ccccc1,-80%[inhibitor],13%,-1%,-52*,-1%,?,-12,.
COc1cccc2c1OCC(C(=O)Nc1nccs1)=C2,-18%,6%,1%,13,-14%,7%,1,-11%
OCCC1CN(C2CCSCC2)CCN1C1CCCC1 (stereo not given),2%,0%,5%,14,12%,6%,-8,-9%
CCN1CCN(CC(=O)c2c(C)n(C)c3ccc(OC)cc23)CC1,10%,2%,15%,-6,3%,2%,1,?
Cc1c(NC(=O)C(C)OC(=O)/C=C/c2ccccc2)c(=O)n(-c2ccccc2)n1C (stereo not given),-24%,5%,1%,15,-6%,20%,-3,-4%
CNC(=S)NNC(=O)c1cccn(Cc2cccc(C(F)(F)F)c2)c1=O,-8%,-6%,-1%,11,0%,19%,8,4%
CCc1nc2ccc(C(=O)N(C)Cc3ccccc3)cn2c1N(C)CCCc1ccccc1,-2%,2%,?,12,3%,0%,3,14%
Cc1ccc2[nH]c(=O)c3cc(C(=O)NC4CCC(C)CC4)sc3c2c1 (stereo not given),-11%,.,.,.,.,19%,3,13%
O=C(O)c1ccc(Oc2ccccc2)o1,17%,3%,8%,9,11%,17%,3,-16%
CCCc1c(-c2ccc(Cl)cc2)ncn1Cc1cccc(-c2ccccc2)c1,21%,4%,-18%,23,-31%[inhibitor],-63%[inhibitor],7,?
COc1ccc(NC(=O)c2cc(C(=O)Nc3ccc(OC)cc3OC)cc([N+](=O)[O-])c2)c(OC)c1,-3%,12%,13%,-9,1%,4%,0,1%
Cc1ccc(-n2ncc(-c3nnc(SCC(=O)NC4CCCC4)o3)c2N)cc1C,26%,-4%,5%,13,6%,25%,1,9%
O=C(CN1CCCCCC1)Nc1ccc(S(=O)(=O)N2CCCCC2)cc1,-3%,3%,7%,-8,-4%,-24%,-11,26%
O=C1NC[C@H](Cc2ccccc2)N(C[C@@H]2CCCN2C[C@H](Cc2ccccc2)N2C[C@H](Cc3ccc(O)cc3)N(CCc3ccccc3)C(=O)C2=O)C1=O,-2%,-5%,-9%,-16,-4%,9%,-7,?
CCN(CC)S(=O)(=O)c1ccc2c(c1)[nH]c(=S)n2CC,-7%,8%,2%,3,0%,12%,2,9%
COCCN(Cc1cc2cc(C)ccc2n2nnnc12)C(=S)Nc1ccc(OC)cc1,-8%,-13%,2%,-4,8%,-5%,-8,-5%
Cc1nc(NC(=O)C(C)Oc2cccc(Cl)c2)sc1C(=O)N(C)C (stereo not given),10%,1%,10%,3,4%,4%,-6,.
Cc1nc(-c2noc(-c3ccccc3Cl)n2)c(C(F)(F)F)o1,-8%,1%,-15%,11,1%,12%,1,-6%
COc1ccccc1NS(=O)(=O)c1ccc(N2CCOCC2)c(NC(=O)c2ccco2)c1,1%,-5%,-12%,-6,1%,-9%,3,20%
CCOc1ccc2nc(NC(=O)CS(=O)(=O)c3ccc(C)cc3)sc2c1,11%,24%,?,122,4%,12%,38*,27%
CSCCC(NC(N)=O)C(=O)NCc1ccccc1Cl (stereo not given),-7%,-4%,6%,13,3%,-8%,0,-3%
CCOc1ccc(Nc2sc(C(=O)c3ccc4c(c3)OCO4)c(N)c2S(=O)(=O)c2ccc(C)cc2)cc1,-18%,.,.,.,-2%,6%,-13,?
Cc1ccc(OCC(=O)NCCNC(=O)c2ccccn2)cc1,12%,15%,3%,12,8%,-7%,4,4%
O=C(NCCCN1CCN(c2ccccc2F)CC1)C1COc2ccccc2C1 (stereo not given),3%,.,.,.,.,8%,13,-5%
